Assay outcomes (PubChem)
HEK cytotox: HEK 293 cell cytotoxicity; Potency, µM (titrated, usually from 115 µM), for the others: top-dose activity change, negative = cytotoxicity, most hits filed as inhibitors; 94,000 tested, 6.6% active; HEK 293 viability, ATP luminescence (CellTiter-Glo), 48-72 h; also: potency is read from the fitted curve at half-maximal effect; nearly all actives have a fitted effect of over 60% in size
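Cytotoxicity was scored by loss of ATP-coupled luminescence (CellTiter-Glo) in HEK 293 cells. Compound treatment ran 48 or 72 hr at 37 degree Celsius, 5% CO2, 95% humidity.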
IP6K1 inhibitor: IP6K1 kinase inhibition; activity change, % (series mostly up to about 58 µM); Q92551; AID 1645851; 140,000 tested, 0.81% active; IP6K1 kinase, ADP-Glo luminescence, 2 h; active compounds read low; in the data active = activity change below about -25%
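ADP-Glo luminescence measures ADP made by human IP6K1 during a 2 h RT reaction with ATP/IP6 (mix at 1.3 mM/130 uM); top library doses 57.5 and 19.1 uM final.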
GPT2 inhibitor: inhibitors of human GPT2 alanine aminotransferase; Recombinant GPT2, coupled pyruvate oxidase/HRP Amplex Red fluorescence; Q8TD30; 100,000 tested, 0.25% active; Potency, µM (series often up to 57.7 µM), inactives show at the top dose activity change, negative = inhibition, usual class: inhibitors; also: potency is read from the fitted curve at half-maximal effect; nearly all actives have a fitted effect of over 60% in size; many of its hits are not listed in these tables
Target sequence (Q8TD30 whole entry, looked up): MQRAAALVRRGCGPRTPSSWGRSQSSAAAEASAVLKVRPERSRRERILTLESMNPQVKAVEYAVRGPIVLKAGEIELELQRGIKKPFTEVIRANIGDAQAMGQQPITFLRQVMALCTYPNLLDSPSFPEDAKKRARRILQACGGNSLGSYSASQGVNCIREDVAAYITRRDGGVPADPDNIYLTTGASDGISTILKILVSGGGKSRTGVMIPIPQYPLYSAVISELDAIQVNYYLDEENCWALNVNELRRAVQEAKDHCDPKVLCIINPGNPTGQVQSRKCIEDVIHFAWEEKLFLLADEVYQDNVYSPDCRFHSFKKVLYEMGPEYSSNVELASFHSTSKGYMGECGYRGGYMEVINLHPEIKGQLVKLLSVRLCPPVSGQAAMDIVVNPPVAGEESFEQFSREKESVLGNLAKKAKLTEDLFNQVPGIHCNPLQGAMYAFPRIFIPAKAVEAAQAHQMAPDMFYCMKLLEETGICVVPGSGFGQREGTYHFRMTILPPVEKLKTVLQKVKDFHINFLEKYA
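Inhibition is scored from Amplex Red fluorescence generated when pyruvate oxidase and HRP act on pyruvate released by GPT2. Reactions contain 10ng/uL enzyme, 250uM a-KG and 2mM L-alanine and run 30 min at room temperature.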
SNCA expr inhib: inhibitors of alpha-synuclein (SNCA) gene expression; HEK-293 SNCA-luciferase knock-in, luminescence, 24 h; Potency, µM (doses to about 57.2 µM), for inactives: at the top dose activity change, negative = inhibition, most hits filed as inhibitors; 140,000 tested, 0.17% active; AID 1671194;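 also: potency is read from the fitted curve at half-maximal effect; plate controls were DMSO cells for no effect and cell-free wells for full effect; nearly all actives have a fitted effect of over 45% in size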
SNCA viab count: counter-screen for SNCA expression inhibitors: cell viability; HEK-293-SNCA-luc viability, GF-AFC fluorescence, 24 h; Potency, µM (highest dose often 57.1 µM), without a hit: at the top dose activity change, negative = cytotoxicity, actives largely listed as cytotoxic; 150,000 tested, 0.12% active; AID 1671193;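 also: potency is read from the fitted curve at half-maximal effect; 0% = DMSO-treated cells and -100% = medium-only wells without cells; nearly all actives have a fitted effect of over 30% in size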
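Cytotoxicity counterscreen: after 24 h compound treatment of genome-edited SNCA-luciferase HEK-293 cells, live-cell protease substrate GF-AFC read by fluorescence after 30 min; activity scaled between DMSO (0%) and medium-only (-100%), curves Hill-fitted.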
3T3 cytotox: kills NIH 3T3 cells | NIH 3T3 viability, CellTiter-Glo ATP luminescence, 48-72 h | Potency, µM (series often up to 96.7 µM), for inactives: at the top dose activity change, negative = cytotoxicity, most hits filed as inhibitors | 94,000 tested, 4.3% active; also: potency is read from the fitted curve at half-maximal effect; nearly all actives have a fitted effect of over 55% in size
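NIH 3T3 cells at 400 cells/well received 23 nL of compound by pintool and were incubated 48 or 72 h at 37 °C. Viability was read as ATP-coupled CellTiter-Glo luminescence.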
FLuc inh: blocks purified firefly luciferase enzyme activity; P08659; AID 1347043; purified P. pyralis luciferase, luminescence, biochemical; 76,000 tested, 2.5% active; Potency, µM (top dose mostly 115 µM), without a hit: top-dose activity change, negative = inhibition, usual class: inhibitors; also: potency is read from the fitted curve at half-maximal effect; nearly all actives have a fitted effect of over 65% in size
Target sequence (P08659 whole entry, looked up): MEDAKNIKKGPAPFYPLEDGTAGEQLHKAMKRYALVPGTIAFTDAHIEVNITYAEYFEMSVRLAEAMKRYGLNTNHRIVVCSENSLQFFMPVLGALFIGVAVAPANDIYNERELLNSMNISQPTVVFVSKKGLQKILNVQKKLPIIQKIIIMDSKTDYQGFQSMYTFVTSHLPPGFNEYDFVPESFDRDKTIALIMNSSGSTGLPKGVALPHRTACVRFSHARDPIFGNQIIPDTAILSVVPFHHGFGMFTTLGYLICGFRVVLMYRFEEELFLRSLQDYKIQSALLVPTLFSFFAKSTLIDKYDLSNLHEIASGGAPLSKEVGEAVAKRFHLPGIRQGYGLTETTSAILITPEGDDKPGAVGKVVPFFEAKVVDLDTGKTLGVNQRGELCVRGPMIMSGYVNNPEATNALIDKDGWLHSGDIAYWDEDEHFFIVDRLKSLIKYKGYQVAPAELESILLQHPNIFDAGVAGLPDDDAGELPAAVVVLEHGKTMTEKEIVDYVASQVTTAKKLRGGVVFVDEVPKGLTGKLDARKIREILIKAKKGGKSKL
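Biochemical qHTS: compound (6-point titration) added to 10uM D-luciferin plus 10uM ATP in Tris acetate pH 7.5 buffer with Mg, Tween-20 and BSA, then purified enzyme at 10nM; light output imaged.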
An asterisk follows results filed as active; i = inactive; u = inconclusive; x = not tested or not shown; [ ] = dose if it differs, or a comment. Unless noted, calls follow the shape of the dose curve; as a rule, active = well fitted curve in the direction sought with a large enough effect; inconclusive = small, poorly fitted or top-dose-only effect, or another doubt; inactive = no such curve, though single readings can be large; an effect the other way counts as inactive or inconclusive. Unless noted, % is scaled to controls: 0 for no effect and ±100 for the full control effect. Some of the compounds tested; count on the stated rates, not on these rows.

Key to letters – A = HEK cytotox; B = IP6K1 inhibitor; C = GPT2 inhibitor; D = SNCA expr inhib; E = SNCA viab count; F = 3T3 cytotox; G = FLuc inh
> COc1ccccc1CNC(=O)COCc1cc(-c2ccc3c(c2)OCO3)on1
  A: x; B: 4; C: x; D: u; E: -3%; F: x; G: x
> NC(=O)C1CCN(C(=O)c2ccccc2NC(=O)c2nsc3ccccc23)CC1
  A: x; B: 16; C: x; D: 58%[activator]; E: -4%; F: x; G: x
> COc1ccc(OCC(=O)Nc2ccccc2C(=O)OCc2cc(=O)n3nc(C)sc3n2)cc1
  A: x; B: 6; C: x; D: 0%; E: -3%; F: x; G: x
> COc1ccc(N2Cc3c(NCC4CC4)ncnc3N(C)CC2=O)cc1
  A: -14%; B: -8; C: i; D: 0%; E: 2%; F: -22%; G: -7%
> O=C(N[C@@H]1COCC[C@@H]1Oc1ccc(F)cc1)c1cnc(C2CC2)nc1
  A: 1%; B: 4; C: i; D: -15%; E: -5%; F: 0%; G: 1%
> N#C/C(=C/c1cn(Cc2ccc(F)cc2)c2ccccc12)C(=O)Nc1cccc(Cl)c1
  A: x; B: -12; C: x; D: 21%; E: 6%; F: x; G: x
> O=C(C1CCC1)N1CCC(N2CC(OCC3CC3)C23CCCCC3)CC1 (configuration not stated)
  A: -6%; B: 21; C: i; D: 0%; E: -14%; F: -19%; G: 3%
> COc1ccc(N(Cc2cccs2)C(=O)COc2cc(C)c(Cl)c(C)c2)cc1
  A: x; B: 0; C: x; D: u; E: -11%; F: x; G: x
> Cc1cnc(C2CC2)n1C1CCN(C(=O)c2ccco2)CC1
  A: -6%; B: 20; C: -17%; D: 17%; E: 5%; F: -6%; G: 1%
> COc1ccccc1NC(=O)C(=O)NCC(c1cccnc1)N1CCc2ccccc2C1 (configuration not stated)
  A: x; B: -4; C: x; D: -9%; E: 4%; F: x; G: x
> CCN1CCN(C(=O)N[C@@H](C(=O)N[C@@H]2C(=O)N3C(C(=O)O)=C(CSc4nnnn4C)CS[C@H]23)c2ccc(O)cc2)C(=O)C1=O
  A: x; B: -4; C: -3%; D: -4%[25.6 µM]; E: 5%[23.9 µM]; F: x; G: x
> Cc1cc(NC(=O)CCNS(=O)(=O)c2cccc3nsnc23)ccc1Br
  A: x; B: 10; C: x; D: 14%; E: u; F: x; G: x
> COc1ccccc1-c1cccc(C(=O)N2CCN(C(=O)c3ccc(Cl)nc3)CC2)c1
  A: u; B: 4; C: i; D: -30%; E: -5%[12.5 µM]; F: -25%; G: x
> COc1ccc(C(CNC(=O)COc2cc(C)cc(C)c2)N2CCCCC2)cc1 (configuration not stated)
  A: x; B: 3; C: x; D: 29%; E: 3%; F: x; G: x
> COc1ccccc1C(=O)Nc1cc2c(cc1N1CCCC1)n(C)c(=O)c(=O)n2C
  A: x; B: -9; C: x; D: 13%; E: 4%; F: x; G: x
> CC(C)c1noc(CC2CCN(C(=O)c3cccs3)CC2)n1
  A: u; B: -2; C: i; D: 4%; E: 5%; F: u; G: -10%
> COC(=O)[C@H](NC(=O)[C@@H]1C[C@H](NC(=O)Nc2cccc(SC)c2)CN1C(=O)c1cccn1C)C(C)C
  A: 0%; B: 1; C: -1%; D: -16%; E: -1%; F: -1%; G: 5%
> CCN1CCN(CCCNC(=O)c2ccc3c(c2)sc2nc(-c4ccc(OC)cc4)cn23)CC1
  A: x; B: -10; C: x; D: 3%; E: u; F: x; G: x
> Cc1cc(C(=O)N2CCC(N3C[C@H](O)C[C@H]3C(=O)NC3CCCCC3)CC2)nn1C
  A: u; B: 12; C: i; D: -14%; E: -2%; F: i; G: 0%
> CCN1C(=O)c2ccccc2Sc2ccc(NC(=O)c3ccc(C#N)cc3)cc21
  A: x; B: 43; C: x; D: -6%; E: -5%; F: x; G: x
> Cc1cccc(NC(=O)CSc2nc(=O)n(CCN3CCOCC3)c3c2CCC3)c1
  A: x; B: 25; C: x; D: 3%; E: -1%; F: x; G: x
> COc1ccc(-c2ccc(C(=O)NCCc3ccc(F)cc3)c(Cl)c2)nn1
  A: u; B: -6; C: x; D: x; E: x; F: u; G: x
> COc1ccccc1-c1cn2c(n1)CO[C@@H](CNC(=O)NC(C)C)C2
  A: -10%[172 µM]; B: -10; C: i; D: -18%[87.6 µM]; E: 2%[87.6 µM]; F: -3%[138 µM]; G: 7%[172 µM]
> CSc1cccc(NC(=O)O[C@@H]2CC[C@]3(C)C(CC[C@@H](O)[C@H]3CC(=O)N3CCCC3)[C@]2(C)CO)c1 (some centres not stated)
  A: u; B: -15; C: 2%; D: -1%; E: u; F: u; G: -1%
> COCC1CN(Cc2ccccc2C(F)(F)F)CC12CCNCC2 (configuration not stated)
  A: u; B: 25; C: i; D: 6%; E: -9%; F: u; G: -1%
> COCC(=O)N1CCn2c(nn(-c3ccc(C)cc3)c2=O)C1
  A: -3%[172 µM]; B: -10; C: i; D: 11%[87.6 µM]; E: 7%[87.6 µM]; F: -27%[138 µM]; G: -1%[172 µM]
> CN1CC2(C1)C(=O)N(Cc1cccc(Cl)c1)C(=O)[C@@H]1C[C@@H](O)CN12
  A: -1%[172 µM]; B: 13; C: -3%[88.5 µM]; D: 6%[87.6 µM]; E: 7%[87.6 µM]; F: -6%[174 µM]; G: -6%[172 µM]
> O=C(CCC1CCCC1)Nc1cccc(-c2nnc3n2CCCC3)c1
  A: u; B: 30; C: i; D: -3%; E: 3%; F: -28%; G: -23%
> O=C(CCC[C@@H]1[C@H]2CCCN3CCC[C@@H](CN1C(=O)c1cccs1)[C@@H]23)N1CCOCC1
  A: 14%; B: -2; C: -6%; D: 2%; E: 4%; F: i; G: -27%
> Cc1ccccc1S(=O)(=O)N1CCC(n2cnnc2-c2ccccc2)CC1
  A: -1%; B: 5; C: i; D: -15%; E: 2%; F: -18%; G: -2%

Record cards, from the list above. Screens in order: HEK cytotox, IP6K1 inhibitor, GPT2 inhibitor, SNCA expr inhib, SNCA viab count, 3T3 cytotox, FLuc inh
COc1ccc(OCC(=O)Nc2ccccc2C(=O)OCc2cc(=O)n3nc(C)sc3n2)cc1 as listed: x, 6, x, 0%, -3%, x, x
COc1ccccc1-c1cn2c(n1)CO[C@@H](CNC(=O)NC(C)C)C2 as listed: -10%[172 µM], -10, i, -18%[87.6 µM], 2%[87.6 µM], -3%[138 µM], 7%[172 µM]
O=C(C1CCC1)N1CCC(N2CC(OCC3CC3)C23CCCCC3)CC1 (configuration not stated) as listed: -6%, 21, i, 0%, -14%, -19%, 3%
Cc1cnc(C2CC2)n1C1CCN(C(=O)c2ccco2)CC1 as listed: -6%, 20, -17%, 17%, 5%, -6%, 1%
COc1ccc(N2Cc3c(NCC4CC4)ncnc3N(C)CC2=O)cc1 as listed: -14%, -8, i, 0%, 2%, -22%, -7%

(next part)
Key to letters – A = HEK cytotox; B = IP6K1 inhibitor; C = GPT2 inhibitor; D = SNCA expr inhib; E = SNCA viab count; F = 3T3 cytotox; G = FLuc inh
> CCN1CCC(OCCCNC(=O)CCC[C@H]2NC[C@@H]3C[C@H]2CN(Cc2ccccc2)C3)CC1
  A: -16%; B: 0; C: i; D: 2%; E: 13%; F: -6%; G: -24%
> COc1ccc(N2CCN(C(=O)c3cc(S(=O)(=O)N4CCC(C)CC4)cn3C)CC2)cc1
  A: x; B: 10; C: x; D: 39%[activator]; E: 7%; F: x; G: x
> CC(=O)N1CCC2(CC1)CN(C(=O)CN(C)C)Cc1ccccc1O2
  A: i; B: 22; C: i; D: 19%; E: 0%; F: 5%; G: x
> Cc1nc(S(=O)(=O)N2CCN(c3ccccc3F)CC2)cn1C
  A: x; B: 15; C: x; D: 8%; E: 12%; F: x; G: x
> CCOc1ccccc1NC(=O)N1CCCC(c2noc(COC)n2)C1 (configuration not stated)
  A: 10%; B: 18; C: i; D: -26%; E: 3%[12.5 µM]; F: i; G: -9%
> O=C(c1ccccc1F)N1CCCN(CCn2nc3n(c2=O)CCCC3)CC1
  A: 3%; B: 23; C: x; D: x; E: x; F: -21%; G: x
> O=C1Nc2ccccc2C12CCN([S+](=O)([O-])c1cccc(C(F)(F)F)c1)C2 (configuration not stated)
  A: u; B: 1; C: i; D: -13%; E: -11%; F: u; G: 3%
> CCN(C(=O)c1ccc2c(=O)n3c(nc2c1)CCCCC3)c1cc(C)ccc1C
  A: x; B: -4; C: x; D: 23%; E: 9%; F: x; G: x
> O=C(c1ccco1)N1CCN(c2nc3c(Cl)cccc3s2)CC1
  A: x; B: -12; C: x; D: 158%[activator]; E: 23%; F: x; G: x
> CN(Cc1ccncn1)C(=O)c1ccccc1C1CCNC1 (configuration not stated)
  A: 2%; B: 20; C: -11%[11.5 µM]; D: 8%; E: 2%; F: 3%; G: 10%
> Cc1cn2nc(C(=O)NCCc3ccccc3)cc2c(N2CCSCC2)n1
  A: u; B: 9; C: -8%; D: -4%; E: 7%; F: u; G: -9%
> CN1C(=O)CCC2(CNC(=O)c3ccncc3)CCCC=C12 (configuration not stated)
  A: 0%; B: -9; C: -20%; D: -24%; E: 0%; F: 0%; G: 0%
> Cc1cc(C(=O)N[C@@H]2C[C@H](Cn3cc(CN4CCS(=O)(=O)CC4)nn3)[C@@H](O)[C@H]2O)no1
  A: -15%; B: 3; C: -1%; D: 49%[activator]; E: 5%; F: -16%; G: -12%
> O=C(NC1CC(=O)N(c2cccc(F)c2)C1)C1CCCC1 (configuration not stated)
  A: x; B: 12; C: x; D: 34%[activator]; E: -1%; F: x; G: x
> CCC(C)NC(=O)c1cccc(-c2ccc(OC)nn2)c1 (configuration not stated)
  A: u; B: 7; C: x; D: x; E: x; F: -25%[138 µM]; G: x
> O=C(O)CCC1CCN(C(=O)c2ccccc2)CC1
  A: -4%; B: 3; C: u; D: 46%[activator]; E: 4%; F: -21%; G: -1%
> CN(C)C[C@H]1O[C@@H](CO)[C@@H](O)[C@H]1N1CCN(c2ncccn2)CC1
  A: i; B: -1; C: 1%; D: -12%; E: 3%; F: i; G: -7%
> Cc1cc(C(=O)N2CCC(N3CCCC(C(=O)NCCc4ccccc4)C3)CC2)n[nH]1 (configuration not stated)
  A: -2%; B: 4; C: -25%; D: -13%; E: 6%; F: -13%; G: -8%
> COc1ccc(S(=O)(=O)n2ccnc2)cc1C(C)(C)C
  A: x; B: 5; C: x; D: -4%; E: -6%; F: x; G: x
> Cc1ccc(C(=O)N2CCN(c3cc(C(F)(F)F)ncn3)CC2)s1
  A: u; B: 1; C: i; D: -20%; E: 1%; F: u; G: 6%
> CCN(CC)c1cc(C)c2cc(NC(=O)c3cccc(OC)c3OC)ccc2n1
  A: x; B: 36; C: x; D: 10%; E: -15%; F: x; G: x
> CCCNC(=O)N(C1CCOCC1)C1CCN(C(=O)c2cccc(C(F)(F)F)c2)CC1
  A: 14%; B: -1; C: i; D: -14%; E: -1%; F: -8%; G: 3%
